Assay outcomes from PubChem BioAssay.
SR-BI HDL uptake – mouse SR-BI HDL lipid transfer inhibition; hit rate 0.96% among 320,000; inhibition, % at 12.5 µM; ldlA[mSR-BI] CHO cells, DiI-HDL uptake fluorescence, 3 h;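 active = mean replicate inhibition of at least 70% and a set share of replicates each scoring 70 or more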;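 note: 0% = median of neutral control wells and 100% = median of positive control wells; values of inactives mirror those of a sister screen read the other way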
Target sequence (Q61009 whole entry, looked up): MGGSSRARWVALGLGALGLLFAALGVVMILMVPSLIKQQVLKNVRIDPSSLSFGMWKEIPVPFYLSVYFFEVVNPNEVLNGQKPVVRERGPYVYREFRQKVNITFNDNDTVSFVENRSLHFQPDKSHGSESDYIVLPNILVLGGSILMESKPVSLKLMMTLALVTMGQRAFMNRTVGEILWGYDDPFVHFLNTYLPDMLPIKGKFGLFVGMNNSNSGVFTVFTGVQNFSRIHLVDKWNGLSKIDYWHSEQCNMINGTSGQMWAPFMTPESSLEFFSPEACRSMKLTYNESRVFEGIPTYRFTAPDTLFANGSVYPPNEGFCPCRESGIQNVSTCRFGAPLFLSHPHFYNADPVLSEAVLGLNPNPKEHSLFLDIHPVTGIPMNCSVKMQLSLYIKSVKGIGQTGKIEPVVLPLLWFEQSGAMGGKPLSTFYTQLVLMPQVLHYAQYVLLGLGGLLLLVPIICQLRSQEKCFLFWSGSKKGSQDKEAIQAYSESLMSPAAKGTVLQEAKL
CDK5 inh – CDK5/p35 (human) kinase inhibition. Q00535+Q15078. Recombinant CDK5/p35, ADP-Glo luminescence, 60 min. inhibition, % at 10 µM. hit rate 0.01% among 330,000. AID 488839;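 active = highest replicate inhibition of at least 50% and at least 75% of replicates reaching 50%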;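 note: plate controls were DMSO neutral control for no effect and GW8510 at 10 µM for full effect; many of its hits are not listed in these tables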
Wnt bcat act – activators of Wnt/beta-catenin signaling | Wnt/beta-catenin reporter cell assay, activator, plate reader | activation, % at 9.35 µM | hit rate 1.2% among 300,000; in the data active = activation above about 30%, passing the limit was not always enough;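 note: 0% = neutral control wells and 100% = positive control wells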
V-ATPase pHluor – regulators of yeast V-ATPase proton transport; S. cerevisiae, pHLuorin cytosolic pH fluorescence; response, % at 10 µM; hit rate 0.37% among 350,000; AID 504577; in the data active = response mostly above about 7.3%, no sharp cut-off; inactive = mostly below about 5.4%; note: actives read high; inactives centre near 0; some compounds called inactive have numbers as strong as hits; reference of the scale not given here
MITF act – increases MITF-driven TRPM1 promoter luciferase signal | hit rate 0.75% among 300,000 | SK-MEL-5 TRPM1-promoter luciferase, 24 h; % of positive control, neutral wells = 0 | activation, % at 12.5 µM;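 active = mean activation of at least 80% with every replicate also reaching 80%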;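 note: 0% = neutral control wells and 100% = parthenolide positive control wells; values of inactives mirror those of a sister screen read the other way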
HTR5A inv ctr – counter-screen for OPRM1-OPRD1 inverse agonists: human HTR5A inverse agonism. hit rate 0.083% among 340,000. P47898. AID 504634. inhibition, % at 9.3 µM. HTR5A cell line, luminescence; in the data active = inhibition mostly above about 23%, no sharp cut-off; inactive = mostly below about 18%;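 note: 0% = cells with DMSO and 100% = no-cell wells with DMSO; some compounds called inactive have numbers as strong as hits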
Target sequence (P47898 whole entry, looked up): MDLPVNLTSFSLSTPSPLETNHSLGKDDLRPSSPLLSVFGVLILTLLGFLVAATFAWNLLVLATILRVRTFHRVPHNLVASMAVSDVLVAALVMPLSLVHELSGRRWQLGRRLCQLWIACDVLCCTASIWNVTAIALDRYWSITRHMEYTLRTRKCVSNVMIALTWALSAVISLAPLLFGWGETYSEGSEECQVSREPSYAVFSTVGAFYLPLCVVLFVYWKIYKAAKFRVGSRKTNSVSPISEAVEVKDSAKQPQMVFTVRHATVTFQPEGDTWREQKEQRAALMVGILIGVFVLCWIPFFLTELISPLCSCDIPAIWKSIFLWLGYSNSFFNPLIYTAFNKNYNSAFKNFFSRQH
dFosB act – activators of mouse delta FosB homodimer; P13346; purified delta FosB, TAMRA-CDK5 oligo fluorescence polarization; percent of positive-control signal above neutral wells; activation, % at 25 µM; hit rate 0.99% among 340,000; AID 493131;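 active = mean activation above about 17%, with every replicate also reaching it, limit read from the data, passing the limit was not always enough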;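 note: fluorescence polarization rise as delta FosB binds a TAMRA Cdk5 AP-1 oligo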
HTR5A ag – activates human HTR5A in OPRM1-OPRD1 agonist counter-screen. AID 504692. HTR5A agonist assay, luminescence, cell-based. hit rate 0.61% among 340,000. activation, % at 9.3 µM; in the data active = activation mostly above about 9.5%, no sharp cut-off; inactive = mostly below about 7.6%;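 note: 0% = cells with vehicle only and 100% = reference agonist; strong numbers were not always called active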
NSD2 inh – blocks human histone methyltransferase NSD2. NSD2 peptide methylation, AlphaScreen, 120 min. inhibition, % at 12.5 µM. hit rate 0.54% among 310,000; in the data active = inhibition above about 50%
PvdQ inh – blocks Pseudomonas aeruginosa PvdQ acylase activity. purified PvdQ acylase, fluorescence plate reader. inhibition, % at 10 µM. hit rate 0.063% among 340,000; in the data active = inhibition above about 30%, passing the limit was not always enough;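 note: 0% = vehicle neutral wells and 100% = reference inhibitor wells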
Numbers without * were called inactive; . = not tested or not shown.

molecule	SR-BI HDL uptake	CDK5 inh	Wnt bcat act	V-ATPase pHluor	MITF act	HTR5A inv ctr	dFosB act	HTR5A ag	NSD2 inh	PvdQ inh
CCc1ccc(-n2c(SCC(=O)N3Cc4ccccc4CC3C(=O)O)nnc2-c2ccncc2)cc1 (stereo not given)	.	-2.6	-1	-2	1	-39	-7	-1	.	-13
O=C(COC(=O)c1ccc(F)c(S(=O)(=O)N2CCOCC2)c1)NCc1ccco1	-14	-0.8	-3	4	7	15	-6	2	7	-26
CC(=O)N1c2ccc(S(=O)(=O)N(C)Cc3ccco3)cc2CC1C (stereo not given)	-16	0.0	0	4	14	-14	-1	2	-2	5
COc1ccc(NC(=O)[C@@H]2CCCN2S(=O)(=O)c2ccccc2F)cc1S(=O)(=O)N1CCCCC1	21	-1.0	-6	1	-1	8	-4	-2	-3	-7
N=c1n(CC(=O)O)c2ccccc2n1Cc1ccccc1Cl	-25	-0.2	-2	0	2	3	2	-2	6	2
Cc1ccc(Cc2cnc(N3C(=N)SC(c4ccccc4)C3=O)s2)cc1 (stereo not given)	.	0.1	2	-3	6	0	3	0	-1	-1
CCOC(=O)n1c(=O)n(Cc2ccccc2)c2ccccc21	9	0.3	.	-2	-5	22	-5	-9	10	-15
COc1ccc(S(=O)(=O)NNc2nc(C)cc(C)n2)cc1[N+](=O)[O-]	4	-0.1	2	3	9	0	-5	2	-6	-9
COc1ccc(-c2nc(N)nc(C(F)(F)F)c2-c2ccccc2OC)c(O)c1	2	1.0	-3	-2	-4	-19	-5	5	-1	-5
CC(=O)O[C@H]1C(=O)[C@@]2(C)[C@H]([C@H](OC(=O)c3ccccc3)[C@]3(O)C[C@H](OC(=O)[C@H](O)[C@@H](NC(=O)c4ccccc4)c4ccccc4)C(C)=C1C3(C)C)[C@]1(OC(C)=O)CO[C@@H]1C[C@@H]2O	-7	0.5	-13	-4	-7	-18	-3	2	.	1
CCN(CC)CCn1c(NS(=O)(=O)c2ccc(C)cc2)nc2ccccc21	-23	4.2	-2	0	.	.	-6	.	4	6
O=C(CSc1nnc(Cn2c(=O)sc3ccccc32)n1-c1ccccc1)N1CCOCC1	-14	1.5	-2	1	-4	-7	-5	3	29	-14
O=C(O)CCCN1C(=O)C(=O)/C(=C(/O)c2ccccc2)C1/C=C/c1ccccc1 (stereo not given)	1	-0.7	-1	3	-6	-2	0	1	-1	-11
COc1ccc(OCC(=O)Nc2nc3c(s2)CCCC3)cc1	-9	-1.4	0	1	19	12	-4	3	3	-16
COc1ccc(C2=NOC(C(=O)NCc3ccco3)C2)cc1 (stereo not given)	-10	-1.6	.	3	-15	-28	-8	-1	9	-5

Continued (two carried over from the part before).
molecule	SR-BI HDL uptake	CDK5 inh	Wnt bcat act	V-ATPase pHluor	MITF act	HTR5A inv ctr	dFosB act	HTR5A ag	NSD2 inh	PvdQ inh
COc1ccc(OCC(=O)Nc2nc3c(s2)CCCC3)cc1	-9	-1.4	0	1	19	12	-4	3	3	-16
COc1ccc(C2=NOC(C(=O)NCc3ccco3)C2)cc1 (stereo not given)	-10	-1.6	.	3	-15	-28	-8	-1	9	-5
CC(C)CNC(=O)CC1Nc2ccccc2NC1=O (stereo not given)	-8	0.2	.	-1	12	-1	-7	0	-1	2
Cc1ccc(S(=O)(=O)N(C)C[C@@H]2Oc3ccc(NS(=O)(=O)c4ccccc4)cc3CC(=O)N([C@@H](C)CO)C[C@H]2C)cc1	-20	0.4	2	8	-1	14	-6	-6	.	-6
COc1cc(/C=N/Nc2nc(N3CCCC3)nc(N3CCCC3)n2)ccc1O	19	-2.0	-12	0	5	-26	-4	-1	-7	13
CC(O)Cn1nc([N+](=O)[O-])nc1N (stereo not given)	-27	-0.6	0	0	7	6	1	-2	-4	-1
Cn1c2c(c(=O)[nH]c1=O)C(NC(=O)c1ccco1)(C(F)(F)F)C(=O)N2 (stereo not given)	-15	-0.2	5	-1	3	-15	3	0	16	-14
COc1ccccc1C(CNC(=O)c1cccc(NS(=O)(=O)c2ccc(C)c(F)c2)c1)N1CCCC1 (stereo not given)	9	4.1	-3	-1	5	-97	2	44*	3	-8
COCCn1nnnc1CN1CCN2CCCC2C1 (stereo not given)	-6	1.2	0	1	-9	0	5	6	-2	-10
O=C(NCC(=O)N(CC1CCCO1)C(C(=O)NC1CCCCC1)c1ccc(F)cc1)c1ccco1 (stereo not given)	-10	-0.7	-4	-2	-1	20	-12	-6	-2	0
CS(=O)(=O)N1CCN(c2ccc(NC(=S)NC(=O)c3cccs3)cc2)CC1	-20	-1.1	6	-3	11	-30	2	2	0	-2
CC1(C)C2CCC1(CS(=O)(=O)N1CCN(c3ccccc3F)CC1)C(=O)C2 (stereo not given)	2	1.0	-3	0	7	-4	-10	3	-4	-7
COCCn1ccc2c(OCC(=O)NCCc3ccccc3)cccc2c1=O	7	0.8	-1	-2	-12	-4	-4	5	2	-7
COC(=O)N/N=C/c1ccccc1OCCOc1ccc(OC)cc1	23	4.2	12	2	.	-6	-4	0	0	-5
Cc1c(CNC(=O)c2nn3c(c2Cl)NC(c2ccccc2)CC3C(F)(F)F)cnn1C (stereo not given)	-11	-3.1	-6	2	-12	1	-4	6	6	-24
COc1ccc(-c2cccc(NS(=O)(=O)c3cc([N+](=O)[O-])c(C)c([N+](=O)[O-])c3)c2)nn1	-24	0.4	-2	-2	1	-2	-2	2	5	-8
O=C(c1ccc(S(=O)(=O)N2CCOCC2)cc1)N1CCN(c2ccccn2)CC1	-6	-1.3	-1	3	10	19	0	3	0	0
C=CCN(c1ccc(C(=O)Nc2cccc(C)c2)cc1)S(C)(=O)=O	66	0.2	1	-4	0	-6	-7	-1	5	1
CN(CC(=O)Nc1ccc(F)c(F)c1F)C(=O)C1CC(=O)N(c2ccc3c(c2)OCCO3)C1 (stereo not given)	11	0.1	0	-1	3	9	-1	-1	-4	-5
COCCN(C(=O)c1cc(-c2ccncc2)nc2ccccc12)c1c(N)n(CC(C)C)c(=O)[nH]c1=O	-31	0.7	0	-5	6	-6	-9	2	-1	4
O=C(CN(C(=O)CCC(=O)Nc1ccccn1)c1ccc(F)cc1)NCCc1ccccc1	.	0.7	0	-4	-6	1	-4	0	6	-12
COc1ccc(/C=C/C(=O)NCCc2ccc(OC)c(OC)c2)cc1	-26	-0.4	-6	3	3	-24	3	10	-2	-10
C=CCn1c(SCc2c(C)noc2C)nc2sc3c(c2c1=O)CCCCC3	23	-1.4	-17	1	-3	8	-16	-3	-1	0
CCOC(=O)c1[nH]c2ccc(C)cc2c1N=CN(CC)CC	-33	2.2	.	5	8	-33	-1	-4	6	-13
CC1(NC(=O)c2cccc(S(=O)(=O)N3CCN(c4ccccc4)CC3)c2)CCS(=O)(=O)C1 (stereo not given)	-5	-2.4	0	0	6	-6	-6	0	0	-23
CCNc1nc(Cl)nc(-c2cn(-c3ccccc3)c3ccccc23)n1	72*	-0.2	0	0	6	-25	22*	7	-2	5
CCC(=NCCc1c(C)[nH]c2ccc(C)cc12)C1=C(O)CC(c2ccccc2)CC1=O (stereo not given)	23	1.1	.	2	-19	6	-12	-2	-1	-12
COc1ccc(C2(C)NC(=O)N(CC(=O)Nc3c(C)n(C)n(-c4ccccc4)c3=O)C2=O)cc1 (stereo not given)	-3	-0.6	0	2	-1	-6	3	2	10	-25
COc1cc(/C=C/C(=O)NC(C)C2CC3CCC2C3)cc(OC)c1OC (stereo not given)	.	-1.4	-1	0	-7	3	-4	-1	-4	-18
Cc1ccc(-c2csc3ncn(CC#N)c(=O)c23)cc1C	-7	3.1	-2	2	.	-18	-13	5	0	8
Cc1[nH]c2ccccc2c1SCc1n[nH]c(=S)n1C	14	5.6	1	-3	.	-10	-8	-1	-2	15
N#Cc1ccc(CSc2nnc(-c3c[nH]c4ccccc34)n2-c2ccccc2)cc1	-4	1.4	-4	6	1	-24	-9	3	-1	7
CC(C)(C)c1ccc(C(CC(=O)O)NC(=O)c2ccccc2F)cc1 (stereo not given)	-9	-1.0	-1	0	10	3	5	-1	1	21
CCOc1ccc(-c2nnc(NC(=O)Cc3cc(OC)c(OC)c(OC)c3)o2)cc1	9	0.3	0	2	18	-4	-4	1	16	-3
CCOC(=O)NC(NCc1ccccc1)(C(F)(F)F)C(F)(F)F	-5	1.9	0	0	-3	-21	-2	5	-1	-19
CCCCN(Cc1cc2ccccc2[nH]c1=O)S(=O)(=O)c1ccc(C)cc1	0	-0.1	3	-2	-11	-10	-1	4	.	-4
CC(C)(C)c1cc2cccnc2n1Cc1ccccc1	-9	-1.5	.	1	11	-3	0	1	-1	8
Cc1onc(-c2ccccc2)c1C(=O)Nc1ccc(NC(=O)c2c(-c3ccccc3)noc2C)cc1	12	-0.9	-1	-3	.	-4	-5	8	-1	-13
Cc1ccc(C2=NNC(=O)C(c3c[nH]c4ccccc34)C2)cc1 (stereo not given)	6	0.3	-1	3	11	23	6	-6	-1	-8
C[C@@H]1C(c2ccc(F)cc2)=NN(c2ccccc2)[C@H]1C(=O)N1CCOC1=O	26	4.4	-1	1	8	-5	-2	1	.	8
O=C(COc1ccc(-n2cnnn2)cc1)NCCc1ccc(F)cc1	-2	0.0	.	-3	1	-11	-6	2	-2	-11
Cc1nnsc1C(=O)Nc1ccccc1Cl	-26	-0.8	.	-4	4	-18	6	2	2	-10
CN(C)c1ccc(S(=O)(=O)N2CCCCC2)cc1NC(=O)COc1ccccc1F	24	-0.9	2	5	-10	-7	-6	2	1	-4
O=C(O)c1ccc(C(=O)O)c(C(=O)c2ccc(NC(=O)c3ccccc3)cc2)c1	-10	1.2	1	2	-10	-9	-1	2	2	-13
O=C(O)c1ccccc1CSc1ccccn1	-27	-0.6	0	0	9	12	4	3	2	-13

Rows are unselected, and some 5% of all compounds hit somewhere here.
